Compound activity deposited in PubChem BioAssay by Broad Institute.
Statin myotox sup: suppressors of statin myotoxicity in C2C12 myotubes, primary screen, cell-based, single point, plate reader; 330,000 compounds, 0.78% hits; rescue of ATP level, % at 7.49 µM; C2C12 myotubes + simvastatin, ATP luminescence, 48 h; scaled: DMSO 0, geranylgeraniol control 100; AID 602340, 2012;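 active = mean ATP rescue above about 67%, or every replicate alone reaching that limit, limit read from the data, passing the limit was not always enough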;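 also: myotubes were challenged with 10 µM simvastatin during compound exposure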
PglD inh: C. jejuni PglD acetyltransferase inhibitors, primary screen, biochemical, DTNB colorimetric, single point | 360,000 compounds, 0.098% hits | purified PglD enzyme, DTNB colorimetric CoA detection | inhibition, % at 12.5 µM | UDP-N-acetylbacillosamine N-acetyltransferase PglD (Campylobacter jejuni) | AID 602405, 2012; in the data active = inhibition above about 16%, passing the limit was not always enough; also: strong numbers were not always called active
Cneo AK release: Cryptococcus neoformans cell lysis inducers, primary screen, AK release luminescence, single concentration; AID 651654, 2012; 360,000 compounds, 0.2% hits; C. neoformans lysis, adenylate kinase release luminescence, 4 h; normalised: neutral wells 0, clomiphene wells 100; lysis activity, % at 15 µM;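 active = mean lysis activity across replicates of at least 80%, whatever share of replicates individually reach that level; inactive = mean lysis activity below 80%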
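Material: C. neoformans cells | Amount: Yeast cell density of 5 × 10^6 cells/mL | Medium: Fresh YPD growth medium | Dosing: Single dose | Times: Static 4 h at 37 °C with compound, 1 h detection | Detection: AK luminescence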
PGC1a acetyl inh: inhibitors of PGC1a acetylation signal, primary screen, cell-based, U2OS, AlphaScreen, inhibitor mode. AlphaScreen anti-acetyl-lysine; with virally co-expressed GCN5 acetyltransferase. inhibition, % at 15.6 µM. 350,000 compounds, 0.17% hits;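 active = every replicate shows inhibition of at least 40%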;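 also: 0% = neutral control wells and 100% = positive control wells; some results beyond the cut were filed as inactive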
ARNT TACC3 PPI: disruptors of ARNT/TACC3 protein interaction, primary screen, biochemical, AlphaScreen, single concentration | Transforming acidic coiled-coil-containing protein 3 (Homo sapiens), Q9Y6A5 | AlphaScreen His-ARNT PAS-B/GST-TACC3 binding, luminescence; TACC3 fragment carries E629A point mutation | inhibition, % at 9.99 µM | 390,000 compounds, 0.66% hits | AID 623870, 2012;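 active = mean inhibition of replicates at least 50% and at least half of replicates each reaching 50%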;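 also: 0% = complete ARNT plus TACC3 wells and 100% = ARNT alone without TACC3; many hits fall short of the cut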
The depositor's hits bear a star.

Screening CN1CCN(S(=O)(=O)c2ccc(NC(=O)Nc3cccc(Cl)c3)cc2)CC1 returned Statin myotox sup -40, PGC1a acetyl inh -3 and ARNT TACC3 PPI 15.
CCn1nnnc1SCC(=O)c1ccc2c(c1)OCCO2 was read as Statin myotox sup -2, PGC1a acetyl inh 4 and ARNT TACC3 PPI -6.
O=C1C(Br)=C(c2ccccc2)C(c2ccccc2)=C1c1ccccc1 was read as Statin myotox sup -167, PGC1a acetyl inh -4 and ARNT TACC3 PPI -7.
`Cc1cccc(C)c1OCC(=O)NNC(=O)c1ccoc1C` gave Statin myotox sup 7, PGC1a acetyl inh -3 and ARNT TACC3 PPI -7.
For CC(=O)c1c(C(C)=O)c(C)n(NC(=O)c2ccncc2)c1C the results were Statin myotox sup 2, PGC1a acetyl inh 9 and ARNT TACC3 PPI -5.
CCN1CCCC1CN(Cc1cc2cc(C)ccc2[nH]c1=O)C(=O)Nc1ccccc1OC (configuration not stated) was read as Statin myotox sup 0, PGC1a acetyl inh -3 and ARNT TACC3 PPI 0.
For Cc1nn(C)cc1CNC(=O)c1ccccc1Br the results were Statin myotox sup 8, PGC1a acetyl inh 2 and ARNT TACC3 PPI -6.
For CCCN(Cc1cc2ccc(C)cc2[nH]c1=O)S(=O)(=O)c1ccccc1 the results were Statin myotox sup 23, PGC1a acetyl inh -2 and ARNT TACC3 PPI 2.
Screening CSc1nc(Sc2ccccc2Cl)c2ccccc2n1 returned Statin myotox sup 5, PGC1a acetyl inh -16 and ARNT TACC3 PPI -5.
Cc1cc(=O)oc(C)c1C(=O)Nc1cccc2nonc12 was read as Statin myotox sup 14, PGC1a acetyl inh 4 and ARNT TACC3 PPI -1.
For CC(C)Cn1c(-c2ccc(F)cc2)n[nH]c1=S the results were Statin myotox sup -2, PGC1a acetyl inh -1 and ARNT TACC3 PPI -2.
For COc1cc(/C=C(/NC(=O)c2ccccc2Cl)C(=O)O)cc(OC)c1OC the results were Statin myotox sup 5, PGC1a acetyl inh 0 and ARNT TACC3 PPI -4.
`O=C(c1n[nH]c(=O)c2ccccc12)N1CCOCC1` gave Statin myotox sup 8, PGC1a acetyl inh 2 and ARNT TACC3 PPI -12.
For COc1ccc(-c2ncncc2-c2csc(C)n2)c(O)c1OC the results were Statin myotox sup 13, PGC1a acetyl inh -4 and ARNT TACC3 PPI 7.
For c1ccc(-c2nc3c(ccc4ccccc43)[nH]2)nc1 the results were Statin myotox sup -109, PGC1a acetyl inh -24 and ARNT TACC3 PPI 57*.
O=C(NCCCN1CCOCC1)c1cc2c(s1)CCCC2 was read as Statin myotox sup 5, PGC1a acetyl inh -10 and ARNT TACC3 PPI 2.
Screening Cc1nn(-c2ccc(C(=O)O)cc2)c(=O)c2ccccc12 returned Statin myotox sup 2, PGC1a acetyl inh 4 and ARNT TACC3 PPI -3.
For O=C(CCN1CCN(c2ccccc2F)CC1)Nc1ccc2c(c1)OCO2 the results were Statin myotox sup -2, PGC1a acetyl inh -40 and ARNT TACC3 PPI -4.
`Cc1ccc(-c2nnc(CSc3nc(C(C)C)nc4sc(C)c(C)c34)o2)cc1` gave Statin myotox sup 5, PGC1a acetyl inh -4 and ARNT TACC3 PPI -9.
O=C(CSc1nc2cc(Cl)ccc2o1)c1cccs1 was read as Statin myotox sup 7, PGC1a acetyl inh 7 and ARNT TACC3 PPI -7.
Screening CCCCNc1cc(C)nc(NCc2ccccc2)n1 returned Statin myotox sup -34, PGC1a acetyl inh 12 and ARNT TACC3 PPI 11.
For CCOc1ccc(OCC)c(S(=O)(=O)NCCCN2CCOCC2)c1 the results were Statin myotox sup -5, PGC1a acetyl inh 2 and ARNT TACC3 PPI -9.
`C/C(=N\NC(=O)c1ccc(Br)cc1)c1ccccc1` gave Statin myotox sup 61, PGC1a acetyl inh 9 and ARNT TACC3 PPI -1.
COc1ccc(N2CCN(C(=O)c3ccc4c(c3)OCO4)CC2)cc1 was read as Statin myotox sup -1, PGC1a acetyl inh -14 and ARNT TACC3 PPI -9.
Clc1ccc(OCc2nnc(SCCN3CCCCC3)n2Cc2ccco2)cc1 was read as PglD inh 3, Cneo AK release -2 and ARNT TACC3 PPI 6.
Screening Cc1ccc(N2C(=O)C3CC(c4ccccc4)=C4C5C=CC(C6C(=O)N(c7ccc(C)cc7C)C(=O)C56)C4C3C2=O)c(C)c1 (configuration not stated) returned PglD inh 5, Cneo AK release 7 and ARNT TACC3 PPI 0.
`CC(=O)Nc1nc(-c2ccc(Cl)cc2)nc(C)c1C(C)=O` gave PglD inh -1, Cneo AK release 2 and ARNT TACC3 PPI -9.
`COc1ccc(C(=O)SC2=NCCS2)cc1OC` gave PglD inh 0, Cneo AK release 4 and ARNT TACC3 PPI 4.
`CCSc1nnc(NC(=O)C2CCCCC2)s1` gave PglD inh -4, Cneo AK release 3 and ARNT TACC3 PPI -4.
For COc1cccc(Nc2nc3ccccc3nc2NS(=O)(=O)c2ccc(NC(C)=O)cc2)c1 the results were PglD inh -4, Cneo AK release -5 and ARNT TACC3 PPI -3.
CCNC(=O)CC1C(=O)N(CC)C(=S)N1NC(=O)c1ccc(Cl)cc1 (configuration not stated) was read as PglD inh -2, Cneo AK release 0 and ARNT TACC3 PPI 1.
O=C(c1ccccc1C(=O)N1CCN(c2ccc(F)cc2)CC1)N1CCN(c2ccc(F)cc2)CC1 was read as PglD inh -4, Cneo AK release 1 and ARNT TACC3 PPI 1.
Screening CCc1nc(OCCN(CC)CC)c2oc3ccccc3c2n1 returned PglD inh 3, Cneo AK release -2 and ARNT TACC3 PPI 8.
`CCC1Oc2ccc(C)cc2N(CC(=O)NCc2ccccc2OC)C1=O` (configuration not stated) gave PglD inh -2, Cneo AK release 1 and ARNT TACC3 PPI 3.
Screening CNC(=O)c1ccc(-c2sc3nc(N4CCOCC4)c4c(c3c2N)CCCC4)o1 returned PglD inh -4, Cneo AK release -3 and ARNT TACC3 PPI -30.
For Cc1cc(OCC(=O)c2ccc(Br)cc2)ccc1N1C(=O)CCC1=O the results were PglD inh -6, Cneo AK release -2 and ARNT TACC3 PPI -2.
COC1=C(N)C(=O)c2nc(-c3nc(C(=O)O)c(C)c(-c4ccc(OC)c(OC)c4O)c3N)ccc2C1=O was read as PglD inh -2, Cneo AK release -4 and ARNT TACC3 PPI 65*.
For O=C(Nc1cc(C(F)(F)F)ccc1N1CCCCC1)c1ccc(Br)o1 the results were PglD inh 0, Cneo AK release 2 and ARNT TACC3 PPI -5.
`COc1cc(-c2nc(-c3ccc(NC(=O)c4ccc(Br)o4)cc3)no2)cc(OC)c1OC` gave PglD inh -5, Cneo AK release -10 and ARNT TACC3 PPI 1.
Screening COc1ccc(N(CC(=O)Nc2ccc3c(c2)OCCO3)S(=O)(=O)c2c(C)noc2C)cc1 returned PglD inh 3, Cneo AK release -3 and ARNT TACC3 PPI 4.
Cc1cc(OCC(=O)NCCCN2CCOCC2)cc(C)c1Cl was read as PglD inh -1, Cneo AK release -2 and ARNT TACC3 PPI -2.
Screening COc1ccc2cc(Br)ccc2c1CC(=O)NC1CC(C)(C)NC(C)(C)C1 returned PglD inh -9, Cneo AK release -4 and ARNT TACC3 PPI -1.
For CCNc1nc(NC(C)(C)C)nc(SC(C(C)=O)C(C)=O)n1 the results were PglD inh 1, Cneo AK release 0 and ARNT TACC3 PPI 3.
`C[n+]1c2n(c3ccccc31)N=C(c1ccc(Br)cc1)CS2` gave PglD inh -2, Cneo AK release 10 and ARNT TACC3 PPI 0.
For CC(=O)C1=C(C)OC(N)=C(C#N)C1c1cc2cc(C)c(C)cc2nc1Cl (configuration not stated) the results were PglD inh -5, Cneo AK release -3 and ARNT TACC3 PPI 3.
For O=C(N/N=C/c1sc2ccccc2c1O)c1ccccc1 the results were PglD inh -11, Cneo AK release -6 and ARNT TACC3 PPI 61*.
`CCCNC(=O)COC(=O)c1[nH]c(C)c(C(=O)OCC)c1C` gave PglD inh -2, Cneo AK release 2 and ARNT TACC3 PPI -2.
COc1ccc(N(CC(=O)Nc2cccc(C(=O)O)c2)S(=O)(=O)c2c(C)noc2C)cc1 was read as PglD inh -5, Cneo AK release -1 and ARNT TACC3 PPI 10.
`CC(C)n1c(NCc2nc3ccccc3n2C)nc2ccccc21` gave PglD inh 0, Cneo AK release 5 and ARNT TACC3 PPI 17.
O=C(c1nc2nc(-c3ccccc3)cc(C(F)(F)F)n2n1)N1CCOCC1 was read as PglD inh 1, Cneo AK release 7 and ARNT TACC3 PPI -3.
For CN(Cc1ccc(OC(F)F)cc1)C(=O)c1ccc2nccnc2c1 the results were PglD inh -2, Cneo AK release 6 and ARNT TACC3 PPI 1.
CNc1sc(C(=O)c2ccccc2F)c(N)c1-c1nc2ccccc2s1 was read as PglD inh 2, Cneo AK release -2 and ARNT TACC3 PPI 28.
For COCCCNC(=O)CSc1nc2ccc(N3CCOCC3)cc2c(=O)n1CCc1ccccc1 the results were PglD inh -4, Cneo AK release -5 and ARNT TACC3 PPI -6.
Cc1ccc(SC(C)C(=O)Nc2c(C)n(C)n(-c3ccccc3)c2=O)cc1 (configuration not stated) was read as PglD inh 2, Cneo AK release -2 and ARNT TACC3 PPI 7.
Screening Cc1nnc2sc(-c3cccc4ccccc34)nn12 returned PglD inh 2, Cneo AK release 1 and ARNT TACC3 PPI 7.
CN(C)/C=C(/C(=O)c1ccccc1Cl)S(=O)(=O)c1ccccc1 was read as PglD inh 3, Cneo AK release 4 and ARNT TACC3 PPI -2.
Screening COc1ccccc1NC(=O)NS(=O)(=O)c1ccc(C)cc1 returned PglD inh -2, Cneo AK release 1 and ARNT TACC3 PPI -1.
`COc1cc(S(=O)(=O)N2CCCCCC2)c(OC)cc1Br` gave PglD inh 0, Cneo AK release 1 and ARNT TACC3 PPI 0.
Screening Cc1ccc(C(=O)OC(C)C(=O)c2cc(C)c(C)cc2C)o1 (configuration not stated) returned PglD inh 1, Cneo AK release 1 and ARNT TACC3 PPI -5.
`c1ccc(OCc2nc3ccccc3s2)cc1` gave PglD inh -1, Cneo AK release -4 and ARNT TACC3 PPI -1.
For O=C(COc1ccccc1)Nc1ccc(OC(F)(F)C(F)F)c(NC(=O)COc2ccccc2)c1 the results were PglD inh 8, Cneo AK release 7 and ARNT TACC3 PPI 2.
`CS(=O)(=O)Nc1ccc2c(c1)C(=O)OC2` gave PglD inh -1, Cneo AK release 1 and ARNT TACC3 PPI -1.
For COc1ccc(S(=O)(=O)N(CCc2ccccc2)CC(=O)N2CCOCC2)cc1 the results were PglD inh -2, Cneo AK release 5 and ARNT TACC3 PPI 17.
Screening Cc1ccc(C(=O)COC(=O)c2ccccc2N2C(=O)C3C4CCC(C4)C3C2=O)cc1C (configuration not stated) returned PglD inh -5, Cneo AK release 2 and ARNT TACC3 PPI 7.
`CCCc1nc2ccccc2c(C(=O)OCC(=O)Nc2ccc(S(=O)(=O)N3CCOCC3)cc2)c1CC` gave PglD inh 0, Cneo AK release 2 and ARNT TACC3 PPI 1.
Screening CCCOC(=O)C1C2C=CC(C3CC23)C1C(=O)OCC(=O)c1ccccc1 (configuration not stated) returned PglD inh 5, Cneo AK release -1 and ARNT TACC3 PPI -12.
`O=S(=O)(c1cccs1)N1CCN(c2ncccn2)CC1` gave PglD inh -4, Cneo AK release 12 and ARNT TACC3 PPI 20.
`O=C(Oc1ccc(OC(=O)c2ccco2)c(S(=O)(=O)c2ccc(Br)cc2)c1)c1ccco1` gave PglD inh 5, Cneo AK release -1 and ARNT TACC3 PPI -11.
`CC(=O)N1CCN(Cc2cc(=O)n3cc(Cl)c(C)c(Cl)c3n2)CC1` gave PglD inh 1, Cneo AK release -1 and ARNT TACC3 PPI -1.
For CCn1c(SCC(N)=O)nnc1-c1ccc(S(=O)(=O)N2CCN(C)CC2)cc1 the results were PglD inh 3, Cneo AK release 2 and ARNT TACC3 PPI 15.

Fetched by structure from the entries so far, four records:
For O=C(COc1ccccc1)Nc1ccc(OC(F)(F)C(F)F)c(NC(=O)COc2ccccc2)c1 the results were PglD inh 8, Cneo AK release 7 and ARNT TACC3 PPI 2.
Screening Cc1ccc(C(=O)COC(=O)c2ccccc2N2C(=O)C3C4CCC(C4)C3C2=O)cc1C (configuration not stated) returned PglD inh -5, Cneo AK release 2 and ARNT TACC3 PPI 7.
`O=C(Oc1ccc(OC(=O)c2ccco2)c(S(=O)(=O)c2ccc(Br)cc2)c1)c1ccco1` gave PglD inh 5, Cneo AK release -1 and ARNT TACC3 PPI -11.
`CC(=O)N1CCN(Cc2cc(=O)n3cc(Cl)c(C)c(Cl)c3n2)CC1` gave PglD inh 1, Cneo AK release -1 and ARNT TACC3 PPI -1.

These rows are one share of the data; count on the stated rates, not on these rows.
